TNAP act hi DEA: TNAP activators at high phosphate acceptor level, primary screen, biochemical, luminescence, uHTS | Alkaline phosphatase, tissue-nonspecific isozyme (Homo sapiens), P05186 | purified TNAP, CDP-star luminescence, 1 M DEA, 30 min; hits give high values; 0 = EDTA background, 1 = DMSO-only activity | activation factor at 20 µM | 200,000 tested, under 10 active;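 active = activation factor at least 2 at 20 µM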
Target sequence (P05186 whole entry, looked up): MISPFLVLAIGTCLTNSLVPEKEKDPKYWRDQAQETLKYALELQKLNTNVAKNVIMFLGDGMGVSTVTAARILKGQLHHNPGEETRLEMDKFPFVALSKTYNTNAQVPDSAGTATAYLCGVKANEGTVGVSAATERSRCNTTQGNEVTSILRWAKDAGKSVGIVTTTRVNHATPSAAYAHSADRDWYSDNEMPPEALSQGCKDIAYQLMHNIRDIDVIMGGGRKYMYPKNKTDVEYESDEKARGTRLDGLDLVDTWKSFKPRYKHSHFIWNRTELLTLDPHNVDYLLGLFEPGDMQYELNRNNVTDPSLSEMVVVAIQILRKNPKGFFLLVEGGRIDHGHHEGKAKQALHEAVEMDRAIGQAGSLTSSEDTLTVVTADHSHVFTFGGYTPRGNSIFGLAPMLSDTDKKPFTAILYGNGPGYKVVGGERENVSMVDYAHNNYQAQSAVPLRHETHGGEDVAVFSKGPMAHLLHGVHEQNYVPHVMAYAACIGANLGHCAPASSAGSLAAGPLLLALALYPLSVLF
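Measured by: Luminescent substrate turnover signal | Test system: Human TNAP | Input: TNAP 1/800 final | Dosing: 20 µM single point | Schedule: 30 min, room temperature | Controls: EDTA wells as negative control, DMSO wells as positive control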
G6PDH CS: L. mesenteroides G6PDH inhibitors, counter-screen for G6PDH-coupled screening assays, biochemical, Leuconostoc mesenteroides enzyme. glucose-6-phosphate dehydrogenase [Leuconostoc mesenteroides]. Purified L. mesenteroides G6PDH, diaphorase/resazurin coupled fluorescence, 45 min. inhibition, % at 5 µM. actives 0.12% (n = 200,000); in the data active = inhibition above about 50%
Efa HMGR inh: inhibitors of E. faecalis class II HMGR, primary screen, biochemical, Enterococcus faecalis | HMG-CoA reductase (Enterococcus faecalis, mvaE) | purified E. faecalis HMGR, NADPH absorbance 340 nm kinetic | inhibition, % at 10 µM | actives 0.41% (n = 190,000);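 active = inhibition above a set limit, the median over all tested compounds plus 3 SD, cut at about 9.5% in these data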;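 also: enzyme runs in reverse so mevalonate oxidation gives rising NADPH absorbance; 0% = complete reaction with DMSO and 100% = background rate lacking mevalonate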
FLuc act counter: FLuc activators, initial screening, artefact control for FLuc-dependent activation tests, biochemical, ATPlite luminescence; Luciferin 4-monooxygenase (Photinus pyralis), P08659; ATPlite luciferase biochemical, 10 min; 0 = ATP-free wells, 1 = DMSO control; activation factor at 10 µM; 200,000 tested, under 10 active; AID 1027, 2008;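 active = luciferase activation factor, scaled between plate controls, of at least 2 with compound at 10 µM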
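Assay system – cell-free luciferase reagent · Medium – PBS-based ATP solution · Dosing – test compounds dosed from 2 mM stocks in 100% DMSO · Timing – 10 min, room temperature · Technique – light output (luminescence) · Measure – luminescence gain marking luciferase activators · Controls – No-ATP low control, compound-free enzyme-plus-ATP high control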
PMI act: activators of human PMI, primary screen, biochemical, fluorescence intensity, near-Km mannose 6-phosphate; AID 1214, 2008; actives 0.005% (n = 190,000); Mannose-6-phosphate isomerase (Homo sapiens), P34949; activation factor at 20 µM; purified human PMI, coupled resazurin fluorescence, 20 min; hits give high values; 1 = vehicle control, 0 substrate-free wells;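 active = activation factor of 2 or more at 20 µM, relative to plate controls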
Target sequence (P34949 whole entry, looked up): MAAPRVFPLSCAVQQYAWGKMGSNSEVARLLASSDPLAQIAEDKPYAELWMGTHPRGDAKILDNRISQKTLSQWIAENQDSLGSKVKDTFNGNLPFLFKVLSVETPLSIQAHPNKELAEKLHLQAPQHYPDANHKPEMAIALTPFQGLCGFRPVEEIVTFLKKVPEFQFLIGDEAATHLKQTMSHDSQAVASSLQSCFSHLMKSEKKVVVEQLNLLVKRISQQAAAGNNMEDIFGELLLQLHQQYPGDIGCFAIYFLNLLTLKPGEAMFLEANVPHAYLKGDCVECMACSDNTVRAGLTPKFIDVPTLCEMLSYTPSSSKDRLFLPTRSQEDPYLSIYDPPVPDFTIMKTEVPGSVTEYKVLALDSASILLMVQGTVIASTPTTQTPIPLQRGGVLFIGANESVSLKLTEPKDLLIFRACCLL
Diaphorase act: compounds boosting diaphorase resazurin reduction – biochemical, uHTS, resorufin fluorescence, counter-screen for diaphorase-coupled primary assays, primary screen. Diaphorase/resazurin coupled assay, 16 min; hits give high values; 1 = vehicle wells, 0 = NADH-free wells. activation factor at 20 µM. actives 0.005% (n = 190,000);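 active = diaphorase activity raised at least twofold by the compound at 20 µM; inactive = activation factor below 2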
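Assay system: Purified diaphorase enzyme from Clostridium kluyveri | Amount: Enzyme 0.07 U/mL final | Dosing: Compound 20 µM once, DMSO 1% | Timing: 16 min reaction at room temperature | Detection: Fluorescence, excitation 544 nm and emission 590 nm | Evaluation: Higher resorufin formation from activation or reduction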
TNAP inh no acc: human TNAP enzyme inhibitors, primary screen, biochemical, luminescent, no phosphate acceptor, uHTS. purified TNAP, CDP-star luminescence, 30 min. inhibition, % at 20 µM. Alkaline phosphatase, tissue-nonspecific isozyme (Homo sapiens), P05186. actives 0.26% (n = 200,000). AID 1012, 2008;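 active = tissue-nonspecific alkaline phosphatase inhibition above about 50% at 20 µM in the single-dose screen, limit read from the data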;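 also: 0% = DMSO negative control and 100% = EDTA positive control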
Diaphorase inh: diaphorase inhibitors and chemical oxidizers, primary screen, counter-screen for diaphorase-coupled primary assays, biochemical, uHTS, resorufin fluorescence. diaphorase resazurin-to-resorufin fluorescence, NADH, 16 min; bacterial (C. kluyveri) enzyme, not human. inhibition, % at 20 µM. actives 0.69% (n = 190,000);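 active = primary screen inhibition at 20 µM above a set limit, cut at about 50% in these data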;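 also: plate controls were DMSO with full reaction for no effect and wells lacking NADH for full effect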
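material = Clostridium kluyveri diaphorase enzyme | amount = 0.14 U/mL diaphorase, enzyme working solution | schedule = incubation 16 min, room temperature | detection = fluorescence of resorufin formed from resazurin, Ex 544/Em 590 nm | benchmarks = positive control minus NADH, DMSO neutral control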
PMI act satM6P: human PMI activators, high substrate, primary screen, biochemical, fluorescence intensity, near-saturating mannose 6-phosphate | Mannose-6-phosphate isomerase (Homo sapiens), P34949 | coupled PMI enzyme assay, resazurin fluorescence, 20 min; hits give high values; 1 = untreated enzyme, 0 = substrate-free blank | activation factor at 20 µM | actives 0.34% (n = 190,000) | AID 1216, 2008;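 active = activation factor of 2 or more at 20 µM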
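Test system: human phosphomannose isomerase with PGI, G6PDH, diaphorase coupling enzymes; amount: 15 ng/mL PMI; incubation: enzyme reaction with compound 20 min at room temperature; technique: resorufin fluorescence (Ex 544/Em 590 nm) from resazurin via diaphorase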
TNAP inh hi DEA: human TNAP enzyme inhibitors, primary screen, biochemical, luminescent, high phosphate acceptor level, uHTS | purified TNAP, CDP-star luminescence, 1 M DEA | inhibition, % at 20 µM | AID 1135, 2008 | actives 0.03% (n = 200,000) | Alkaline phosphatase, tissue-nonspecific isozyme (Homo sapiens), P05186;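 active = over 50% inhibition of tissue-nonspecific alkaline phosphatase at 20 µM in the single-dose screen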;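 also: plate controls were DMSO wells for no effect and EDTA-quenched wells as full inhibition for full effect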
An asterisk follows results filed as active. The order is random; about 1.7% have a hit in one of these screens.

SMILES | TNAP act hi DEA | G6PDH CS | Efa HMGR inh | FLuc act counter | PMI act | Diaphorase act | TNAP inh no acc | Diaphorase inh | PMI act satM6P | TNAP inh hi DEA
CCOC(=O)N1CCC(NC(=O)C2CCCN(S(=O)(=O)c3cccnc3)C2)CC1 (stereo not drawn) | 1 | -7.2 | 1.2 | 1.1 | 1 | 1 | -1.9 | 1.0 | 1 | -1.4
N#Cc1cc2c(nc1SC1CC(=O)N(c3ccccc3)C1=O)CCC2 (stereo not drawn) | 1 | 2.3 | -2.0 | 1 | 0.9 | 0.7 | -5.7 | 26.5 | 0.6 | -2.9
O=[N+]([O-])c1ccc(Nc2nc(N/N=C\c3ccc4c(c3)OCO4)nc(N3CCCCC3)n2)cc1 | 1 | 5.3 | -4.0 | 1.1 | 0.9 | 1 | -4.0 | -3.3 | 1.1 | 0.3
Cn1c2c(c(=O)n(C)c1=O)CN(CCN1CCNCC1)CN2 | 1.1 | 6.9 | 0.5 | 1 | 1 | 1.2 | -4.7 | -16.3 | 1 | -8.1
O=C(O)c1[nH]c2ccccc2c1NS(=O)(=O)Cc1ccccc1 | 1 | -2.7 | -4.2 | 1 | 1.1 | 0.9 | -1.6 | 14.3 | 1.2 | -2.5
O=C(O)c1cc(S(=O)(=O)N2CCN(c3ccccn3)CC2)ccc1Cl | 1 | 1.9 | -1.1 | 1 | 1.2 | 1 | -4.2 | 1.6 | 1.2 | -1.2
COc1ccc(-c2[nH]ncc2/C=C(/C#N)C(=O)NC2CCCCCC2)cc1 | 1 | 0.1 | 3.2 | 1.1 | 0.8 | 0.9 | -8.2 | 8.2 | 1 | -2.0
Clc1ccc2oc(-c3cccnc3NCc3ccccc3)nc2c1 | 1.1 | -3.9 | 1.6 | 1 | 0.8 | 0.8 | -18.0 | 20.1 | 0.8 | -5.0
CCn1c(=O)c2cc(S(=O)(=O)NC3CCCCC3)ccc2n(CC)c1=O | 1 | -1.8 | -8.5 | 1 | 0.8 | 0.8 | -9.1 | 18.0 | 0.9 | -1.8
CCN(CC(=O)Nc1ccccc1OC)CC(=O)Nc1ccccc1C(F)(F)F | 1 | 5.2 | -10.2 | 1.1 | 0.9 | 0.8 | -42.4 | 16.3 | 0.8 | -3.7
Cc1cccn2cc(CCNS(=O)(=O)c3ccc([N+](=O)[O-])cc3)nc12 | 1 | 9.0 | 0.6 | 1.1 | 1 | 1 | 3.2 | -1.0 | 1 | 2.3
O=C1CC(=O)N(Cc2cccs2)C(=O)N1 | 1 | 10.0 | -3.0 | 1.1 | 0.9 | 0.9 | -8.5 | 9.7 | 0.9 | 0.0
COc1ccccc1Oc1ccc(N/C=C/C(=O)c2ccco2)cc1 | 1 | 9.4 | -5.9 | 0.7 | 0.9 | 0.9 | 0.2 | 10.2 | 0.8 | 2.6
CC(C)C(CCNC(=O)CC(Cc1ccccc1)c1ccco1)c1ccco1 (stereo not drawn) | 1 | 7.6 | -3.0 | 1 | 0.9 | 0.9 | -8.6 | 11.6 | 0.9 | 1.3
CCN(CC)S(=O)(=O)c1ccc2[nH]cc(C(=O)NCCN3CCCCCC3)c(=O)c2c1 | 1.1 | 7.0 | 2.0 | 1 | 1 | 1.2 | 1.6 | -22.4 | 1.1 | -6.9
O=C(NC(N1CCOCC1)C(Cl)(Cl)Cl)c1cc([N+](=O)[O-])cc([N+](=O)[O-])c1 (stereo not drawn) | 1 | 3.1 | -1.7 | 1.1 | 0.9 | 0.9 | -9.0 | 12.9 | 0.9 | -2.2
O=C(NC1CCCC1)C(NS(=O)(=O)c1ccc(Br)s1)c1ccccc1 (stereo not drawn) | 1 | 15.8 | 0.6 | 1 | 0.8 | 0.9 | -12.4 | 13.3 | 0.9 | 0.3
COc1ccc(C2/C(=C(/O)c3ccccc3)C(=O)C(=O)N2c2ccccn2)c(OC)c1 (stereo not drawn) | 1 | 3.5 | -0.2 | 1.1 | 0.9 | 1 | -5.8 | 2.1 | 1 | -4.2
CCOC(=O)C1CCCN(CC(=O)Nc2c(F)c(F)c(F)c(F)c2F)C1 (stereo not drawn) | 1.1 | 7.1 | -7.6 | 1.1 | 1 | 1 | 0.4 | 4.1 | 0.9 | -6.4
O=C(NC(c1ccccc1)c1ccccc1)c1ccc(Br)o1 | 1.1 | 1.2 | -1.5 | 1.1 | 0.9 | 0.8 | -5.8 | 17.7 | 0.9 | -7.0
CCOc1nc(NC(=O)NS(=O)(=O)c2ccccc2F)nc(-c2ccccc2)n1 | 0.9 | -3.7 | -0.3 | 0.9 | 1.1 | 0.9 | 2.6 | 7.4 | 1 | 7.3
CCOC(=O)c1[nH]c2ccc(OCC)cc2c1NC(=O)CN1CCCC(C)C1 (stereo not drawn) | 1 | 11.8 | 0.2 | 1 | 1.2 | 0.9 | -2.7 | 5.5 | 1 | 0.2
COc1ccc(OC)c(NC(=O)CSc2nc3cccnc3n2C)c1 | 1 | -16.7 | -3.4 | 1.1 | 0.9 | 0.9 | -9.9 | 10.7 | 0.9 | 0.5
O=C(NCCN1CCOCC1)c1cnn2c(-c3ccccc3)cc(-c3ccccc3)nc12 | 1 | -7.6 | -5.3 | 1.1 | 1.1 | 0.8 | -11.1 | 16.7 | 1.1 | -3.0
CCOC(=O)c1oc2ccc(S(=O)(=O)n3nc(-c4ccc(Cl)cc4)cc3N)cc2c1C | 1 | -5.5 | -1.3 | 1 | 1 | 0.9 | -15.1 | 12.9 | 0.9 | -3.6
Cc1nc2ccc(S(=O)(=O)Nc3cccc(-c4nc5cccnc5s4)c3)cc2s1 | 1 | 10.8 | -8.2 | 1 | 1 | 0.9 | -9.3 | 5.3 | 1 | -2.5
Cc1ccccc1-n1c(C)nnc1SCc1nc2ccccc2s1 | 1 | -3.2 | -2.2 | 0.8 | 1 | 0.8 | -13.9 | 18.3 | 1 | -2.6
O=C(Nc1nc2c(s1)CCCC2)Oc1ccccc1 | 1.1 | 6.2 | -3.6 | 0.9 | 0.9 | 1.1 | -0.2 | -8.6 | 1 | -7.2
CN(CCO)c1cnccn1 | 1 | 2.6 | 4.9 | 1 | 1 | 0.9 | -5.8 | 5.4 | 1 | -0.6
COc1ccc(S(=O)(=O)N2CCN(C3Cc4ccccc4C3)CC2)cc1 | 1 | 7.9 | -0.2 | 1 | 0.9 | 0.9 | -7.0 | 11.1 | 0.9 | -0.4

Profiles from above.
Cc1ccccc1-n1c(C)nnc1SCc1nc2ccccc2s1 across the screens: TNAP act hi DEA: 1; G6PDH CS: -3.2; Efa HMGR inh: -2.2; FLuc act counter: 0.8; PMI act: 1; Diaphorase act: 0.8; TNAP inh no acc: -13.9; Diaphorase inh: 18.3; PMI act satM6P: 1; TNAP inh hi DEA: -2.6
CN(CCO)c1cnccn1 across the screens: TNAP act hi DEA: 1; G6PDH CS: 2.6; Efa HMGR inh: 4.9; FLuc act counter: 1; PMI act: 1; Diaphorase act: 0.9; TNAP inh no acc: -5.8; Diaphorase inh: 5.4; PMI act satM6P: 1; TNAP inh hi DEA: -0.6

Following part
SMILES | TNAP act hi DEA | G6PDH CS | Efa HMGR inh | FLuc act counter | PMI act | Diaphorase act | TNAP inh no acc | Diaphorase inh | PMI act satM6P | TNAP inh hi DEA
COC(=O)c1ccccc1NC(=O)N1CCN(c2ccccc2F)CC1 | 1 | 2.0 | -2.0 | 1 | 1 | 1 | -6.2 | -1.2 | 0.9 | -0.1
Cc1nc(N)nc(OCC(F)(F)C(F)F)c1Br | 1 | 18.7 | -6.5 | 1 | 1 | 0.9 | 3.2 | 7.3 | 1 | 0.1
CC(C)N(C(=O)c1ccccc1-c1ccccc1)C(C)C | 1.1 | -2.9 | -1.5 | 1.1 | 0.9 | 0.9 | -10.3 | 13.9 | 1 | -6.3
CC1CN(Cc2nc3c(c(=O)[nH]c(=O)n3C)n2CCCc2ccccc2)CC(C)O1 (stereo not drawn) | 1 | -0.2 | -2.0 | 1 | 1 | 0.9 | -8.2 | 11.1 | 1 | -2.4
O=C(O)C1CCCCC1C(=O)NCCc1ccc(Cl)cc1 (stereo not drawn) | 1 | 17.6 | -7.0 | 0.9 | 1 | 1 | -8.3 | -2.7 | 1 | -3.9
COCc1cc(C)nc(SCC(=O)NCc2ccco2)c1C#N | 1.1 | -1.5 | 1.4 | 1.1 | 0.9 | 0.9 | -12.5 | 10.2 | 1 | -9.4
C=CCc1cccc2cc(C(=O)N3CCN(c4ccccn4)CC3)c(=O)oc12 | 1 | 9.8 | 2.5 | 1 | 1.1 | 0.9 | -22.3 | 7.3 | 1 | -2.9
O=c1c2c(nc(NCCO)n1CC1CCCCC1)-c1ccccc1CC21CCCC1 | 1 | 7.5 | -2.5 | 1 | 0.8 | 0.8 | 2.8 | 18.8 | 0.8 | 2.3
CCCCn1c(SCc2ccc(Cl)cc2)nc2c1c(=O)[nH]c(=O)n2C | 1 | -29.6 | -0.2 | 1.1 | 0.9 | 1 | 2.0 | 1.0 | 1 | -3.9
Cc1ccc(C(=O)Cn2cnc3ccccc3c2=O)cc1 | 1 | -4.0 | 10.1* | 0.9 | 1 | 0.8 | -6.3 | 19.4 | 1 | -0.4
Cc1ccc(C(=O)N2CCN(C3CCCCC3)CC2)s1 | 1.1 | 7.2 | -3.2 | 1 | 1 | 1 | -10.5 | -1.8 | 1 | -5.1

Screening data: PubChem BioAssay, several laboratories
